p53ts 32C tox – cytotoxicity in p53ts cells at permissive temperature | H1299-p53A138V at 32C, ATP luminescence viability, 24 h | hit rate 0.93% among 130,000 | Potency, µM (doses to about 46.1 µM), inactives show at the top dose activity change, negative = cytotoxicity, usual class: cytotoxic | AID 924;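 also: 0% = DMSO and -100% = full killing by reference compound; nearly all actives have a fitted effect of over 55% in size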
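ATP-content luminescence (ATPlite) read-out after 24 h compound exposure at 32C in H1299-p53A138V cells (600/well). Tested up to 46 uM. Normalized to DMSO (0%) and 100 uM tamoxifen (100% killing); Hill-fit AC50.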
IkB sig inh – inhibitors of IkB signaling in ABC-DLBCL cells. ABC-DLBCL IkBa-CBG/CBR dual luciferase ratio, 4 h; response scale: scaled: untreated 0%, proteasome inhibitor 100%. Potency, µM (doses to about 57.1 µM), for inactives: at the highest dose IkBa stabilization activation. hit rate 0.04% among 110,000. AID 445; active = well fitted curve in the direction sought with a large enough effect in the signal ratio, not every such curve was filed as active; inconclusive = small, poorly fitted or top-dose-only effect, or a change in a side signal; the % refers to the signal ratio;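 also: the direction sought is a rising ratio; 0% = basal untreated cells and 100% = reference inhibitor full response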
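In this assay, an IκBα–CBG68 fusion accumulates when IKK-driven degradation is blocked; native CBR normalizes for cell number. OCI-Ly3 cells were treated 4 h with compound and doxycycline, then green and red light read after Chroma-Glo addition.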
Imprint erasure – genomic imprint erasure induction. hit rate 0.02% among 110,000. Potency, µM (series often up to 60.7 µM), without a hit: top-dose activity change, positive = activation, hits mostly activators. AID 1948. mouse ES Peg3-LacZ reporter, beta-gal luminescence, 40 h;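 also: 0% = negative control wells on the plate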
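Imprint erasure is scored as LacZ activity from the silenced maternal Peg3 allele in feeder-free female ES cells cultured 40 h with LIF. Luminescence is normalized to in-plate negative controls and fitted to the Hill equation.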
p53ts 39C kill – kills p53ts cells at the nonpermissive temperature | Potency, µM (titrated, usually from 46.1 µM), without a hit: at the highest dose activity change, negative = cell killing, most hits filed as cytotoxic | hit rate 1.5% among 130,000 | H1299-p53A138V viability at 39C, ATP luminescence, 24 h; also: nearly all actives have a fitted effect of over 55% in size
Starred values were filed as active, the others as inactive; ? = inconclusive; · = no result given; & = joins results of further samples; [ ] = dose if it differs, or a comment. Unless noted, calls follow the shape of the dose curve; as a rule, active = well fitted curve in the direction sought with a large enough effect; inconclusive = small, poorly fitted or top-dose-only effect, or another doubt; inactive = no such curve, though single readings can be large; an effect the other way counts as inactive or inconclusive. Unless noted, % is scaled to controls: 0 for no effect and ±100 for the full control effect; potency is read from the fitted curve at half-maximal effect. Not a hit list, and some 1.8% of all compounds hit somewhere here.

SMILES	p53ts 32C tox	IkB sig inh	Imprint erasure	p53ts 39C kill
Cc1cc(C)c2c(N)c(C(=O)N3CCCCCC3)sc2n1	-15%	9.2%	-14%	-22%
COc1ccc(-c2noc(N3CCC(C(=O)N(C)c4cc(Cl)ccc4OC)CC3)n2)cc1	0%	-0.7%	-12%[10.9 µM]	-2%
COc1ccc(C(CNC(=O)c2ccc(-n3cnnn3)cc2)N2CCOCC2)cc1 (stereo not drawn)	-21%	0.2%	2%	-6%
COC(=O)[C@@H]1C[C@H]1[C@@H](NC(=O)Oc1ccc(F)cc1)c1ccccc1	24%	·	-10%	-11%
COC(=O)c1cc(OC)c(OC)c(OC)c1N	-2%	0.0%	-3%	-1%
COCC(C)NC(=O)c1noc2c1CCc1cc(OC)ccc1-2 (stereo not drawn)	-27%	0.2%	-61%[inhibitor]	?
Cc1ccc(OC(C)C(=O)N2CCN(CCc3ccncc3)CC2)cc1C (stereo not drawn)	8%	?	-15%[10.9 µM]	-4%
Cc1ccc(-n2nc(CO)c(C(=O)NCCCc3ccccc3)n2)cc1	-6%	?	6%[10.9 µM]	-21%
C=CCn1c(NC(=O)c2ccccc2Cl)c(C#N)c2nc3ccccc3nc21	1%	?	-16%	-19%
COc1ccc(NC(=O)c2oc3ccccc3c2NC(=O)Cc2cccs2)cc1	5%	0.7%	-4%[10.9 µM]	-7%
CCOCC(=O)Nc1nc2ccc(C)cc2s1	?	?	-79%[inhibitor]	?
CC(C)c1cc(C(=O)N/N=C/C=C/c2ccccc2)n[nH]1	17%	·	·	2%
Cn1nnnc1SCC(=O)Nc1nc(-c2ccccc2)c(-c2ccccc2)o1	2%	-4.2%	-22%	11%
COc1cc(OC)c(OC)cc1CN1CCc2nc(N3CCN(C)CC3)ncc2C1	-8%	0.8%	8%[10.9 µM]	-19%
CCOC(=O)C1CCCN(c2nc3ccccc3nc2C(C#N)C(=O)NCc2ccccc2)C1 (stereo not drawn)	3%	4.5%	-8%	-4%
CCc1ccc(CNCc2c(C(=O)O)n(Cc3cccc(F)c3)c3cc(OC)ccc23)cc1	1%	?	-6%[10.9 µM]	-10%
CCSc1nnc(NC(=O)c2cc(=O)c3cc(C)ccc3o2)s1	2%	-0.1%	-5%[10.9 µM]	7%
CCCCn1c(SCC(=O)c2ccc(OC)cc2OC)nc2cc(S(N)(=O)=O)ccc21	10%	0.5%	-7%	-6%
CCNC(=O)c1sc(-c2ccccc2)nc1C	0%	-8.3%	-22%	-16%
COc1ccccc1N(CC(=O)Nc1ccc2c(c1)OCCO2)S(C)(=O)=O	4%	-1.2%	-6%	-2%
COc1cc(-c2nnc(-c3cccs3)o2)cc(OC)c1OC	2%	-0.1%	-7%	2%
CC(=O)c1c(C)[nH]c(C(=O)OCC(=O)Nc2cc(C(F)(F)F)ccc2N2CCOCC2)c1C	5%	1.3%	-18%	-11%
c1cc(CNc2ccc3c(c2)OCO3)ccn1	-1%	-0.5%	-15%	-6%
CC(=O)c1oc2ccccc2c1NC(=O)COC(=O)c1ccc(-n2nc(C)cc2C)cc1	1%	0.1%	12%	3%
CCOc1ccc(S(=O)(=O)Nc2ccccc2C(=O)NCC2CCCO2)cc1 (stereo not drawn)	-1%	1.5%	-8%	1%
Cc1cc(NC(=O)COC(=O)COc2ccc(C(=O)c3ccccc3)cc2)no1	2%	1.4%	-21%	2%
Cc1noc(C)c1S(=O)(=O)N(CC(=O)N1CCCC1)c1ccc(C(C)C)cc1	4%	1.1%	-14%	1%
OCC1O[C@@H](OC2C(O)C(CO)O[C@@]2(CO)O[C@@H]2OC(CO)C(O)C(O)C2O)C(O)C(O)C1O (stereo partly drawn)	6%	·	6%	10%
O=C(CN1CCN(c2ccc(F)cc2)CC1)N1CCC(Cc2ccccc2)CC1	-18%	6.1%	-32%[inhibitor]	-18%
O=C(c1nc2n(n1)C(c1ccc(Cl)cc1)C=C(c1ccccc1)N2)N1CCOCC1 (stereo not drawn)	11%	-0.8%	9%	5%
CCCCC(c1nnnn1CS(=O)(=O)c1ccc(C)cc1)N1CCN(c2ccccc2)CC1 (stereo not drawn)	-6%	1.1%	-7%	-1%
COc1cccc2cc(C(=O)NC3CC(C)(C)NC(C)(C)C3)c(=O)oc12	-12%	-1.7%	-1%	0%
Cc1ccc(S(=O)(=O)N2CCCc3cc(NC(=O)c4ccc(F)c(F)c4)ccc32)cc1	2%	-0.7%	-13%[10.9 µM]	-13%
COc1ccc(C(NC(=O)C(C)(C)C)NC(=O)C(C)(C)C)cc1	4%	-0.2%	2%	-7%
CCN1CCN(C(=O)Nc2cccc(C(F)(F)F)c2)CC1	-1%	-2.3%	-9%	10%
CCC1CCCCN1CCCNC(=O)Cn1nc(-c2ccc(C)cc2)ccc1=O (stereo not drawn)	-5%	1.7%	-16%	-7%
CN(Cc1ccccc1)C(=O)CN1C(=O)C2C3C=CC(C3)C2C1=O (stereo not drawn)	-13%	·	·	-11%
O=C(c1cnccn1)N1CCC2(CC1)CCN(c1ccncc1)CC2	2%	0.3%[11.4 µM]	·	-4%
COc1ccc(C(=O)N2CCN(c3cccc(Cl)c3)CC2)cc1	-17%	·	·	15%
CC(=O)NCCNc1ncncc1-c1ccccc1C(F)(F)F	-3%	1.2%[11.4 µM]	-4%	6%
Cc1ccc(F)cc1S(=O)(=O)N1CCC(c2nc3ccccc3s2)CC1	-4%	1.9%	11%[10.9 µM]	-9%
CCOc1c(Br)cc(C2NS(=O)(=O)N=C3CCCCCN32)cc1OC (stereo not drawn)	-6%	0.2%	-12%	-8%
COC(=O)CCN(C(=O)c1ccc2c(c1)OCO2)c1ccccn1	0%	4.5%	-2%	19%
CCn1cnc2cc(NCc3nc4ccccc4n3C)ccc21	16µM*	-0.1%	-92%[inhibitor]	?
Cc1onc(-c2ccccc2Cl)c1C(=O)Nc1ccc(OCC(=O)N2CCOCC2)cc1	-6%	-0.1%	-3%	1%
O=C1C[C@@H](O)[C@@H](O)[C@H]2[C@@H]3C(=O)N(Cc4ccc5c(c4)OCO5)C(=O)[C@@H]3CC[C@H]12	10%&14%[9.22 µM]	·	·	5%&3%[9.22 µM]
Cc1ccc(OCC(=O)Nc2nnc(S(=O)(=O)N3c4ccccc4CC3C)s2)cc1 (stereo not drawn)	-5%	-3.9%	-11%[10.9 µM]	-25%
CCOC(=O)c1c(C)[nH]c(C(=O)N/N=C/c2cccc(OC)c2)c1C	?	·	·	-22%
CCCN(C(=O)Cn1ncc2c([nH]c3ccc(C)cc32)c1=O)c1ccccc1C	8%	?	-10%[10.9 µM]	-3%
O=C(Nc1ccc2oc(=O)ccc2c1)c1cccnc1	1%	5.6%	-15%	2%

(cont.)
SMILES	p53ts 32C tox	IkB sig inh	Imprint erasure	p53ts 39C kill
COc1ccc(-c2nc3cnc(OC)nc3n(CCc3ccccc3)c2=O)cc1	-1%	0.0%[11.4 µM]	?	-16%
O=C(OCn1nnc2ccccc2c1=O)c1ccc2ccccc2n1	19%	1.0%	3%	1%
COCCNC(=O)c1ccccc1NC(=O)COc1ccccc1	1%	-2.1%	-11%	8%
Cc1ccc(C)c(N2CCN(C(=O)C3CCN(S(=O)(=O)c4c(C)noc4C)CC3)CC2)c1	2%	?	-30%	2%
CCOC(=O)c1oc2ccccc2c1NC(=O)C1CCCCC1	-7%	0.9%	-5%	7%
COc1ccc2oc(C)c(NC(C)=O)c2c1	-3%	0.8%	18%	-9%
CCOC(=O)CNC(=O)Cn1nc(N2CCN(c3ccccc3)CC2)ccc1=O	4%	0.5%	-10%[10.9 µM]	-4%
COc1ccc(C(=O)c2oc3ccc(Br)cc3c2NC(C)=O)cc1	-23%	7.6%	2%	-7%
CC1CCc2c(sc3ncnc(SCC(=O)N4CCN(C(=O)c5ccco5)CC4)c23)C1 (stereo not drawn)	4%	-0.7%	-4%	-8%
CCCCN1C(=O)C(O)(c2c(C)[nH]c3ccccc23)c2cc(Br)ccc21 (stereo not drawn)	-11%	0.1%	-7%[10.9 µM]	?
CCOc1ccccc1NC(=O)CN1C(=O)CC(c2ccco2)Sc2ccccc21 (stereo not drawn)	0%	?	-7%[10.9 µM]	?
COc1cccc2cc(C(=O)Nc3ccc(C)cc3)c(=O)oc12	-13%	?	-11%[10.9 µM]	1%
O=C(CN1CCC(n2nnc3cc(F)ccc32)CC1)NC1CCCCC1	2%	4.7%	-10%	7%
Cc1cc(C)c2oc(=O)cc(CN3CCN(Cc4ccc5c(c4)OCO5)CC3)c2c1	-1%	-1.0%	-12%	8%
CCOC(=O)CSc1nnc(CNC(=O)c2cccs2)n1-c1ccccc1	17%	-0.8%	4%	4%
COc1ccc(-c2nn3c(-c4ccncc4)nnc3s2)cc1OC	-3%	1.1%	-7%	4%
COc1cc(OC)c(NC(=O)CN2CCCN(Cc3ccccc3C)S2(=O)=O)cc1Cl	-1%	0.0%	-8%[10.9 µM]	-20%
Cc1ccc2c(CN3CCN(Cc4ccc5c(c4)OCO5)CC3)cc(=O)oc2c1C	-11%	-0.3%	-5%	-9%
CC(C)C(C(=O)N1CCOCC1)N1C(=O)c2ccccc2C1=O (stereo not drawn)	3%	0.6%	-3%	5%
COc1cc(NC(=O)C(NC(=O)C2CCC(C)CC2)C(C)C)cc(OC)c1OC (stereo not drawn)	11%	-1.6%	8%[10.9 µM]	8%
CCCCNC(=O)c1sc2ncccc2c1-n1cccc1	-16%	0.3%	-11%[10.9 µM]	2%
COc1ccc(-n2nc(C(=O)Nc3ccc(C)cn3)c3c4ccccc4n(C)c3c2=O)cc1Cl	2%	0.1%	18%[10.9 µM]	25%
Fc1cc(F)c2ncc3c(-c4ccccc4)nn(-c4cccc(Cl)c4)c3c2c1	10%	-2.1%	-11%[10.9 µM]	15%
OC1CCN(Cc2cccc(Oc3ccccc3)c2)CC1	-6%	0.5%	-8%	0%
CN1/C(=C\C(=O)Nc2cccnc2)c2ccccc2CC1(C)C	7%	1.6%	·	-9%
CC(C)CN1C(=O)/C(=C/c2cccs2)NC1=S	3%	·	·	8%
CCOC(=O)N1CCC(NC(=O)C2CCCN(C(=O)c3cc4sccc4n3C)C2)CC1 (stereo not drawn)	-5%	-2.9%	-11%	-3%

Screening data from PubChem BioAssay.
